# Vif imaging: blocks HIV Vif function; HEK293T cells, Vif self-association by quenched fluorescence, imaging, 24 h; inhibition, % at 7.49 µM; 0.35% of 340,000 active; AID 602346; in the data active = inhibition above about 50%, passing the limit was not always enough; note: some results filed as inactive read as strong as hits
# aDG glyco up: increases alpha dystroglycan glycosylation | Pro5-aDG cells, alpha-DG glycosylation AlphaScreen (IIH6); 0% Pro5, 100% B10-LARGE cell signal | activation, % at 10 µM | 0.22% of 360,000 active | AID 624168;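 active = activation of at least 8% versus controls, or a plate z-score of at least 8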;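 note: Pro5 are CHO cells carrying HIG-tagged alpha-DG that lacks glycosylation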
# MC4R barr agon: agonists of human melanocortin 4 receptor (MC4R) beta-arrestin; AID 540308; P32245; U2OS MC4R beta-arrestin complementation, luminescence; percent of melanotan II response, DMSO zero; activation, % at 8.9 µM; 0.98% of 360,000 active;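 active = activation above a per-plate cutoff, the mean activation of sample wells on that plate plus 3 SD, cut at about 8% in these data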
# ABHD5 PLIN5 PPI: ABHD5-PLIN5 protein interaction inhibition; 0.78% of 360,000 active; AID 602281; inhibition, % at 4 µM; Split G. princeps luciferase complementation, luminescence, 4 h;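 active = inhibition above the mean inhibition across every tested compound plus 3 SD, cut at about 22% in these data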;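 note: 0% = DMSO only wells and the 100% control is not disclosed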
# Target sequence (Q00G26 whole entry, looked up): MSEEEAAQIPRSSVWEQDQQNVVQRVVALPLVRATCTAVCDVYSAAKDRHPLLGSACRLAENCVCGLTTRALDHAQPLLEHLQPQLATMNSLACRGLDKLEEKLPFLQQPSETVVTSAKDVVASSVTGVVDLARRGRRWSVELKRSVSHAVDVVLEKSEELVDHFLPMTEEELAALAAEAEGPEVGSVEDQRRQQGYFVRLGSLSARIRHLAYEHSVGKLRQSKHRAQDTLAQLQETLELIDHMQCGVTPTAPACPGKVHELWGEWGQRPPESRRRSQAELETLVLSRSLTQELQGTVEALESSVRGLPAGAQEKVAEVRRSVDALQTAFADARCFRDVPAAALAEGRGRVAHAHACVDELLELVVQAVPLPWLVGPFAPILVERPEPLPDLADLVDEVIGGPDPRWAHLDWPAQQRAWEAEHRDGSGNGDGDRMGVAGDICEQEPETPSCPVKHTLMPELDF
# Target sequence (Q8WTS1 whole entry, looked up): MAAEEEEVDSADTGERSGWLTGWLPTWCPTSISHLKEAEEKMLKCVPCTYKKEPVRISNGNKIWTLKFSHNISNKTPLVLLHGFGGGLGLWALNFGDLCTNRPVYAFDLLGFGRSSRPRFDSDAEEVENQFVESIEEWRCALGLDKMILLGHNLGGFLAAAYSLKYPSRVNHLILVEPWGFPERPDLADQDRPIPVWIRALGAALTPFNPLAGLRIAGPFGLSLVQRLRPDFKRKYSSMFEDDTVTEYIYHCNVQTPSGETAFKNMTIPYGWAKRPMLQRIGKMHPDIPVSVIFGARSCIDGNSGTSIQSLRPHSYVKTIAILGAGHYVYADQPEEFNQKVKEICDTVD
# ABCB6 inh 2: human ABCB6 transporter inhibition; Q9NP58; K562-ABCB6 porphyrin accumulation, flow cytometry, 1 h; hits give low values; 0.19% of 360,000 active; fluorescence ratio to DMSO, % at 10 µM;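 active = fluorescence ratio to DMSO below 75%, the collection mean minus 3 SD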;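 note: signal is porphyrin accumulated inside mitochondria; 100% equals median channel fluorescence of DMSO control wells; lower ratio means ABCB6 inhibition with less porphyrin fluorescence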
# MC4R antag cAMP: antagonists of human melanocortin 4 receptor (MC4R); P32245; MC4R-expressing cells, MTII-stimulated cAMP, LANCE TR-FRET; inhibition, % at 6.5 µM; 0.48% of 360,000 active; AID 540295;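 active = inhibition above its plate's cutoff, the mean of tested wells on that plate plus 3 SD, cut at about 29% in these data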;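 note: 0% = Melanotan II alone and 100% = Melanotan II plus saturating MCL0020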
#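 Material: human MC4R-expressing U2OS cells. Probe or stimulus: Melanotan II challenge. Dosing: 6.5 µM single dose. Times: 30-min compound, 1-h challenge, 1-h detection, room temperature. Technique: TR-FRET with Eu-cAMP and labeled anti-cAMP, 671 nm. Replication: singlicate.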
# Granule exo inh: blocks lytic granule exocytosis. 0.66% of 360,000 active. inhibition, % at 10 µM. AID 651702. TALL-104 LAMP-1 surface exposure, flow cytometry; cells stimulated with thapsigargin and PMA;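 active = inhibition above about 55%, limit read from the data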
# NOD2-RIPK2 inh: inhibitors of human NOD2-RIPK2 interaction; O43353; CHO BLA complementation NOD2-RIPK2, CCF4 ratio; inhibition, % at 4.98 µM; 0.38% of 360,000 active; in the data active = inhibition above about 21%;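 note: 0% = vehicle only and 100% = reference blocker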
# TLR9-MyD88 inh: blocks human TLR9 binding to MyD88; inhibition, % at 4.98 µM; 0.21% of 340,000 active; Q9NR96+Q99836; AID 504734; CHO BLA complementation TLR9-MyD88, CCF4 FRET ratio;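 active = inhibition above the mean over all tested compounds plus 3 SD, cut at about 21% in these data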;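 note: 0% = DMSO only wells and 100% = clavulanate BLA inhibitor control wells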
# N-glyco inh: N-linked glycosylation inhibition; D54 ERlucT glycosylation luciferase reporter, 24 h; percent of 100 nM tunicamycin response; 0.23% of 360,000 active; AID 588692; reporter increase, % at 12.5 µM;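 active = mean luciferase reporter signal, scaled so untreated is 0 and the glycosylation-blocking control 100, at or above a set limit in every replicate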;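 note: luciferase carries N-glycosylation sites so blocking glycosylation raises the light; 0% = median of neutral control wells and 100% = median of 100 nM tunicamycin wells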
# * marks the source's active call; other numbers are inactive results; . = no result given; & = joins results of further samples.
NOD2-RIPK2 inh	Vif imaging	ABCB6 inh 2	N-glyco inh	aDG glyco up	TLR9-MyD88 inh	Granule exo inh	ABHD5 PLIN5 PPI	MC4R barr agon	MC4R antag cAMP	mol
-6	4	103	1	-0.2	-2	3	3	-3.1	-2	CSc1cc(C)n(-c2ccccc2)c(=S)c1C(C)=O
3	2	193	3	1.2	0	8	5	0.9	8	Nc1ccccc1Nc1ccccc1
0	-1	93	-1	0.3	.	-3	-8	-2.4	4	COc1ccc(C(O)c2ncc(-c3cccc(C(F)(F)F)c3)[nH]2)cc1F (stereo unspecified)
2	1	97	1	0.1	1	-14	2	-3.5	10	CC(=O)c1cccc(NC(=O)CSc2nc(=O)n(CCN3CCOCC3)c3c2CCC3)c1
-8	0	103	-1	-0.1	-5	-2	-7	-1.6	3	CC1(C)Cc2c(sc3[nH]c(=O)n(CC(=O)NCC4CCCO4)c(=O)c23)CO1 (stereo unspecified)
2	10	84	6	-0.1	-10	0	-1	-1.7	14	COc1ccccc1NC(=O)CCSc1nnc(-c2ccncc2)o1
-2	7	98	0	0.2	8	-1	0	0.5	32*	CS(=O)(=O)c1ccc(Cl)c(NC(=O)COC(=O)CNC(=O)c2ccc(Br)o2)c1
-6	-35	91	-2	-0.1	-2	1	-8	-1.7	4	Cc1cccc(OCC(=O)Nc2ccc(NC(=O)c3ccco3)cc2)c1
-11	-10	91	0	1.5	0	1	-3	-0.3	0	COc1ccccc1NC(=O)C(=O)N/N=C(\C)CC(=O)Nc1ccc(OCc2ccccc2)cc1
1&8	-2	99&102	0	1.7&0.4	-6	1&-2	-9&-8	12*	10	CCC(C)Sc1ccc(-c2nc3ccc(C)cn3c2NCc2ccccc2)cc1 (stereo unspecified)

# (continued)
NOD2-RIPK2 inh	Vif imaging	ABCB6 inh 2	N-glyco inh	aDG glyco up	TLR9-MyD88 inh	Granule exo inh	ABHD5 PLIN5 PPI	MC4R barr agon	MC4R antag cAMP	mol
2	-1	100	1	-0.1	0	4	5	-0.4	6	O=C(N[C@H](CO)[C@H](O)c1ccc([N+](=O)[O-])cc1)C(Cl)Cl
-10	.	197	-2	-0.7	-3	9	3	-0.6	3	CN(Cc1nc(-c2cccnc2)no1)S(=O)(=O)c1ccccc1
0	.	99	1	-0.3	-4	4	3	-1.6	12	Cc1c(/C=N/NC(=O)CNc2ccccc2)c2ccccn2c1C(=O)c1ccncc1
-12	.	108	-1	-0.1	-1	-3	-3	0.9	7	COc1ccc(CNS(=O)(=O)c2ccc(S(=O)(=O)N3CCCCC3)cc2)cc1
4	-1	98	-1	0.1	-9	10	-1	-1.1	1	COc1ccc(NC(=O)NCCCN2CCC(Cc3ccccc3)CC2)cc1
1	-12	102	9	0.0	-3	0	1	-0.4	12	Cc1ccc(NC(=O)CSc2nnc(C3CCCCC3)n2N)cc1F
11	-6	100	-3	0.0	2	16	-8	6.0	7	Cc1nn(C(=O)c2ccc3c(c2)OCO3)c(N)c1-c1ccccc1
-13	0	99	-2	-0.1	-10	2	-4	-0.8	-3	Cc1ccc(S(=O)(=O)N2CCCC(N3CCOCC3)C2)cc1Cl (stereo unspecified)
-9	-4	99	-3	0.1	-1	2	10	1.4	6	CCOc1ccc(S(=O)(=O)Nc2ccc(C(=O)N3CCCC3)cc2)cc1C(N)=O
0	4	96	2	0.1	-2	4	1	-1.0	8	COc1cccc(-c2nc(CS(=O)(=O)CC(=O)NCc3ccccc3)c(C)o2)c1

# An excerpt from above in order of formula weight, largest number first.
NOD2-RIPK2 inh	Vif imaging	ABCB6 inh 2	N-glyco inh	aDG glyco up	TLR9-MyD88 inh	Granule exo inh	ABHD5 PLIN5 PPI	MC4R barr agon	MC4R antag cAMP	mol
-12	.	108	-1	-0.1	-1	-3	-3	0.9	7	COc1ccc(CNS(=O)(=O)c2ccc(S(=O)(=O)N3CCCCC3)cc2)cc1
0	4	96	2	0.1	-2	4	1	-1.0	8	COc1cccc(-c2nc(CS(=O)(=O)CC(=O)NCc3ccccc3)c(C)o2)c1
4	-1	98	-1	0.1	-9	10	-1	-1.1	1	COc1ccc(NC(=O)NCCCN2CCC(Cc3ccccc3)CC2)cc1
-13	0	99	-2	-0.1	-10	2	-4	-0.8	-3	Cc1ccc(S(=O)(=O)N2CCCC(N3CCOCC3)C2)cc1Cl (stereo unspecified)
11	-6	100	-3	0.0	2	16	-8	6.0	7	Cc1nn(C(=O)c2ccc3c(c2)OCO3)c(N)c1-c1ccccc1

# Whole records, looked up by structure. Order of screens: NOD2-RIPK2 inh, Vif imaging, ABCB6 inh 2, N-glyco inh, aDG glyco up, TLR9-MyD88 inh, Granule exo inh, ABHD5 PLIN5 PPI, MC4R barr agon, MC4R antag cAMP
# COc1ccc(CNS(=O)(=O)c2ccc(S(=O)(=O)N3CCCCC3)cc2)cc1 as listed: -12, ., 108, -1, -0.1, -1, -3, -3, 0.9, 7
# Cc1ccc(NC(=O)CSc2nnc(C3CCCCC3)n2N)cc1F as listed: 1, -12, 102, 9, 0.0, -3, 0, 1, -0.4, 12
# CCOc1ccc(S(=O)(=O)Nc2ccc(C(=O)N3CCCC3)cc2)cc1C(N)=O as listed: -9, -4, 99, -3, 0.1, -1, 2, 10, 1.4, 6
# Cc1c(/C=N/NC(=O)CNc2ccccc2)c2ccccn2c1C(=O)c1ccncc1 as listed: 0, ., 99, 1, -0.3, -4, 4, 3, -1.6, 12

# Additional compounds:
NOD2-RIPK2 inh	Vif imaging	ABCB6 inh 2	N-glyco inh	aDG glyco up	TLR9-MyD88 inh	Granule exo inh	ABHD5 PLIN5 PPI	MC4R barr agon	MC4R antag cAMP	mol
0	-5	98	0	0.0	3	-3	0	-1.6	1	COC(=O)c1ccc(CNC(=O)Cn2cnc3c(SC)nc(N)nc32)cc1
-8	-1	95	0	0.0	0	0	3	0.7	13	Nc1ccc(C(=O)Nc2ccc(NC(=O)c3ccco3)c(O)c2)cc1
-9	0	98	-3	3.2	6	0	10	0.9	6	Cc1ccc(-c2noc(CCC(=O)NCCCN3CCN(c4ccc(F)cc4)CC3)n2)cc1
-4	-2	97	1	0.1	3	-4	-5	1.5	-1	COc1ccc(C)cc1S(=O)(=O)N1CCCCCC1
-30	2	103	-1	-0.2	3	2	3	4.9	6	CC(=O)Nc1ccc(NC(=O)CSc2nnc(-c3cccs3)n2N)cc1
-1	8	90	-6	0.2	8	4	-5	0.2	0	CC(NC(=O)C1=CC=CN2CCS(=O)(=O)N=C12)c1ccc(Cl)cc1Cl (stereo unspecified)
-4	-2	97	3	0.0	.	1	-3	.	.	COc1cc2oc(=O)cc(CN3CCN(C(C)=O)CC3)c2cc1Cl
1	-2	90	-2	-0.2	-4	5	-6	1.1	9	C[C@H](NC(=O)c1nc[nH]c1C(=O)N[C@@H](CCCCNC(=O)OC(C)(C)C)C(=O)OC(C)(C)C)C(=O)OC(C)(C)C
-4	-2	108	-8	0.4	-4	14	-2	-2.1	-24	CCN(CC)c1ccc(/C=N/NC(=O)c2ccco2)c(O)c1
3	3	92	-1	0.1	1	-2	-4	1.3	1	COc1cccc(N=C2SC(C(=O)Nc3ccccc3F)CC(=O)N2C)c1 (stereo unspecified)

# Next section
NOD2-RIPK2 inh	Vif imaging	ABCB6 inh 2	N-glyco inh	aDG glyco up	TLR9-MyD88 inh	Granule exo inh	ABHD5 PLIN5 PPI	MC4R barr agon	MC4R antag cAMP	mol
4	7	80	2	0.3	5	4	-9	-2.9	3	CC(=O)N(CN1C(=O)c2ccc([N+](=O)[O-])cc2C1=O)c1ccc(F)cc1
-2	-14	98	-1	0.4	0	-11	4	-0.3	3	CCCOc1ccccc1C(=O)NC(CO)C(=O)O (stereo unspecified)
-12	0	100	1	0.1	0	1	-5	-1.6	0	CC(C)N1CCN(S(=O)(=O)c2ccc3ccccc3c2)CC1
-5	6	98	-1	-0.1	5	-5	6	-1.7	0	Cn1cc(C(CC(=O)O)C(=O)O)c2ccccc21 (stereo unspecified)
-2	12	98	1	0.0	11	2	-2	-0.6	-2	CC1Cc2nc(SCC(=O)N3CCOCC3)n(C)c(=O)c2S1 (stereo unspecified)
3	-2	96	-2	0.3	14	-5	4	-0.1	3	COc1ccc(-c2csc3ncnc(Oc4cccc5ccc(C)nc45)c23)cc1
2	-10	92	1	-0.1	2	-3	-5	0.3	-71	CCN(CC)S(=O)(=O)c1ccc(Cl)c(C(=O)OCC(=O)c2c(N)n(C)c(=O)n(C)c2=O)c1
-17	-5	103	-16	4.1	3	-1	-2	3.1	11	Nc1nc(F)nc2c1ncn2[C@@H]1O[C@H](CO)[C@@H](O)[C@H]1O
1	-21	93	6	0.3	3	-2	-2	-1.1	7	O=C1CN(C(=O)COC(=O)C2CCN(S(=O)(=O)c3ccccc3C(F)(F)F)CC2)c2ccccc2N1
-7	-8	99	0	0.1	-7	-1	5	0.6	3	Cc1ccc(C)c(NC(=O)NNC(=O)c2ccc3ccccc3c2O)c1

# (listing goes on)
NOD2-RIPK2 inh	Vif imaging	ABCB6 inh 2	N-glyco inh	aDG glyco up	TLR9-MyD88 inh	Granule exo inh	ABHD5 PLIN5 PPI	MC4R barr agon	MC4R antag cAMP	mol
-15	-7	105	0	0.0	-5	-4	3	0.1	10	Cc1ccc(NC(=O)Cn2cnc3cc([N+](=O)[O-])ccc3c2=O)c(Cl)c1
-3	-1	98	1	0.1	-13	0	-2	-2.9	10	CC(CNC(=O)c1cc(COc2c(F)cccc2F)on1)Oc1cccnc1 (stereo unspecified)
-13	-1	102	-2	0.4	-1	-4	-9	1.6	8	Cc1ccc(C(NC(=O)C2CCCCC2)c2c(O)ccc3ccccc23)cc1 (stereo unspecified)
-7	-3	99	-21	0.3	.	2	0	-0.2	6	CCc1ccn2cc(-c3ccc4c(c3)OCO4)nc2c1
12	-3	92	-1	1.0	5	0	-22	-0.3	-1	CCCCc1ccc(S(=O)(=O)N2CCN(C(=O)c3ccco3)CC2)cc1
9	-22	100	0	0.2	8	-1	-9	-4.5	5	CCC(C(=O)NC1CCCC1)n1c2ccccc2c2nc(=O)cc(C)n21 (stereo unspecified)
-24	1	98	-2	-0.3	3	5	1	0.7	7	O=C(NCC1CCCO1)c1ccc(CS(=O)(=O)c2ccc(Br)cc2)o1 (stereo unspecified)
4	-7	91	4	0.0	9	-10	-2	0.8	-7	CCn1c(=O)c2cc(C(=O)Nc3cc(C)on3)sc2c2ccccc21
-9	0	101	0	0.1	6	2	2	-0.6	15	COc1ccc([N+](=O)[O-])cc1NC(=O)CCN1CCN(C)CC1
0	-5	99	-1	-0.1	-6	-3	4	-1.5	9	Cc1cc(NC(=O)CCCn2cc([N+](=O)[O-])cn2)n(Cc2ccc(F)cc2)n1
-2	-5	105	0	5.3*	-9	-1	-4	0.0	5	O=C(CSCc1cccc(Br)c1)NC1CC1
2	0	95	-1	0.3	-5	1	-9	2.8	2	CCC1CCc2sc(C(=O)NNC(=S)NCC3CCCO3)cc2C1 (stereo unspecified)

# Screening results deposited in PubChem by several laboratories.

# A portion of the library. The share of hits here may be higher or lower than overall.
